Assay outcomes deposited in PubChem BioAssay by National Center for Advancing Translational Sciences (NCATS).
AMA1 RON2 block: qHTS for Inhibitors of AMA1-RON; Towards Development of Antimalarial Drug Lead: Primary Screen; 360,000 tested, 0.2% active; AID 720542, 2013; AlphaScreen AMA1-biotinylated RON2 peptide binding; Potency, µM (series often up to 58.2 µM), for inactives: top-dose activity change, negative = inhibition, usual class: inhibitors;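 also: potency is read from the fitted curve at half-maximal effect; 0% = vehicle wells and -100% = peptide control; nearly all actives have a fitted effect of over 45% in size; some results filed as inactive show a strong effect at the top dose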
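AMA1 (3D7) with his tag at 25 nM final met compounds first, then biotinylated RON2 peptide at 25 nM; detection used donor plus acceptor beads, 10 µg/mL apiece, read by AlphaScreen after 30 min at room temperature.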
AmpC detergent: qHTS Inhibitors of AmpC Beta-Lactamase (assay with detergent). P00811. AmpC hydrolysis of nitrocefin, absorbance 480 nm, 0.01% Triton. Potency, µM (doses to about 114 µM), inactives show at the top dose activity change, negative = inhibition, hits mostly inhibitors. 370,000 tested, 0.041% active. AID 485294, 2010;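 also: potency is read from the fitted curve at half-maximal effect; 0% = no-compound wells and -100% = no-enzyme wells; nearly all actives have a fitted effect of over 25% in size; some results filed as inactive show a strong effect at the top dose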
Target sequence (P00811 whole entry, looked up): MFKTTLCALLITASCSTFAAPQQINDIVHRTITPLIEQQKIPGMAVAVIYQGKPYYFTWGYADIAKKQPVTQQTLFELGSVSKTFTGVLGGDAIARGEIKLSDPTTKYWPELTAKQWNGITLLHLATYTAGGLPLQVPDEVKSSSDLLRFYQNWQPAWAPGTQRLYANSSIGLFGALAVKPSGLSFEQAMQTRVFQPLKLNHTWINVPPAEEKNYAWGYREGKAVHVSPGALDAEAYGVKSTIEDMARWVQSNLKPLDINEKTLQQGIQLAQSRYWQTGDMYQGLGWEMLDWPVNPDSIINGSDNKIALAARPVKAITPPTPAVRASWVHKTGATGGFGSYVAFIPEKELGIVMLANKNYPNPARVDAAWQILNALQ
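AmpC (5.3 nM in the dispensed reagent) in 20 mM phosphate pH 7.0 with 0.01% (detergent screen) or 0.0001% Triton X-100 was preincubated with compounds for 15 min at room temperature. Nitrocefin was then added from an 800 uM solution, and hydrolysis was followed at 480 nm.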
Giardia FBPA inh: qHTS Assay for Inhibitors of Fructose-1,6-bisphosphate Aldolase from Giardia Lamblia; A8B2U2; purified Giardia FBPA; Potency, µM (top dose mostly 59.6 µM), for inactives: at the highest dose activity, negative = inhibition, usual class: inhibitors; 290,000 tested, 0.71% active; AID 2451, 2010; also: potency is read from the fitted curve at half-maximal effect; nearly all actives have a fitted effect of over 55% in size
Target sequence (A8B2U2 whole entry, looked up): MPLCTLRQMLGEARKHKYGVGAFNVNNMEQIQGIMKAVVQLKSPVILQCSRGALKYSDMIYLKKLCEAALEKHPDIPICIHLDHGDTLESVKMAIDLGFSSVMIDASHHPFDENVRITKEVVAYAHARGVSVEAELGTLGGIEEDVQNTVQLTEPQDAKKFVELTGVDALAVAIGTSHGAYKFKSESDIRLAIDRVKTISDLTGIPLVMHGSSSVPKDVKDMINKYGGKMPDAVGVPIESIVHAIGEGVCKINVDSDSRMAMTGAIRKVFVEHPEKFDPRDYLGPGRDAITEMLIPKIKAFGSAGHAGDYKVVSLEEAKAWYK
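Giardia FBPA (40 nM reagent) was preincubated 10 min at RT with compound (up to 57.5 uM final), then substrate plus GAPDH/TPI/NAD/arsenate coupling system with diaphorase/resazurin was added; resorufin fluorescence (525/598 nm) was read after 20 min.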
AmpC inh no detg: qHTS Inhibitors of AmpC Beta-Lactamase (assay without detergent); AmpC nitrocefin hydrolysis, absorbance 480 nm, 0.0001% Triton; Potency, µM (titrated, usually from 57.1 µM), inactives show top-dose activity change, negative = inhibition, most hits filed as inhibitors; 330,000 tested, 0.52% active;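 also: potency is read from the fitted curve at half-maximal effect; plate controls were no compound for no effect and no enzyme for full effect; nearly all actives have a fitted effect of over 20% in size; some results filed as inactive show a strong effect at the top dose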
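20 mM phosphate pH 7.0 + 0.01% (detergent screen) or 0.0001% Triton X-100; 5.3 nM AmpC reagent; cpd preinc 15 min RT; nitrocefin (800 uM stock) to start; A480 q20 s × 4 min; Activity was normalised to no-enzyme and no-compound control wells.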
HCMV antiviral: qHTS Assay for inhibitors of the human cytomegalovirus (HCMV); 410,000 tested, 4.5% active; HFF cells, HCMV-luciferase reporter, 72 h; stronger effect = lower value; activity change, negative = inhibition, % at 57.5 µM; AID 1259415, 2018; in the data active = activity change below about -60%; inconclusive = no clear call, values can overlap the other calls; inactive = above about -39%
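Two compound doses tested in HFFs infected with HCMV-luciferase, MOI 1 PFU/cell, 72 h at 37C. Lysate luminescence read with OneGlo; data normalized against buffer-only and 10uM Salinomycin inhibitor controls.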
Sm TGR inh: qHTS Assay for the Inhibitors of Schistosoma Mansoni Peroxiredoxins; 360,000 tested, 3% active; Potency, µM (series often up to 114 µM), for the others: top-dose activity change, negative = inhibition, hits mostly inhibitors; Schistosoma mansoni thioredoxin glutathione reductase (TGR), Q962Y6; purified TGR, DTNB reduction, TNB absorbance 405 nm; also: potency is read from the fitted curve at half-maximal effect; nearly all actives have a fitted effect of over 60% in size
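TGR 20 nM + NADPH 100 uM (dispensed conc.), cpd preinc 15 min RT; start with NADPH (500 uM addition) then DTNB (15 mM addition). Kinetic TNB absorbance, 405 nm filter. Four-parameter Hill fit across titration.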
* = called active by the depositor; [ ] = another dose, or the depositor's remark. Unless noted, calls follow the shape of the dose curve; as a rule, active = well fitted curve in the direction sought with a large enough effect; inconclusive = small, poorly fitted or top-dose-only effect, or another doubt; inactive = no such curve, though single readings can be large; an effect the other way counts as inactive or inconclusive. Unless noted, % is scaled to controls: 0 for no effect and ±100 for the full control effect.

Results for COc1ccc(Br)cc1Cn1nnc(C(=O)Nc2ccc(C)cc2C)c1N ?
AmpC detergent: 1%; HCMV antiviral: -74*; Sm TGR inh: 0%

What do the screens show for `CS(=O)(=O)c1ccc(Cl)c(NC(=O)CCl)c1`?
AMA1 RON2 block: -17%; AmpC detergent: 3%; Giardia FBPA inh: -9%; AmpC inh no detg: -14%; HCMV antiviral: -2; Sm TGR inh: 6.3µM*

What do the screens show for `Cn1c(=O)c2c(nc(SCC(=O)OCc3ccccc3)n2C)n(C)c1=O`?
AMA1 RON2 block: 3%; AmpC detergent: -14%; Giardia FBPA inh: -1%; AmpC inh no detg: -4%; HCMV antiviral: 2; Sm TGR inh: -1%

Results for O=C(CN1C(=O)S/C(=C/c2ccccn2)C1=O)N1CCOCC1 ?
AMA1 RON2 block: -9%; AmpC detergent: 1%; AmpC inh no detg: -9%; HCMV antiviral: -33; Sm TGR inh: 5%

How did CN1C(=O)CC(C(=O)Nc2ccc(F)cc2)SC1=Nc1ccc2c(c1)OCO2 (stereo not drawn) do in these assays?
AMA1 RON2 block: -2%; AmpC detergent: 1%; Giardia FBPA inh: -14%; AmpC inh no detg: -13%; Sm TGR inh: -14%

What do the screens show for `COc1cc(OC)cc(-c2nc3nc(C)c(CCC(=O)NCCC(C)C)c(C)n3n2)c1`?
AmpC detergent: -9%; HCMV antiviral: 14; Sm TGR inh: -2%

How did CCCCn1c(=O)n(CC(=O)Nc2c(CC)cccc2CC)c(=O)c2c1nc(CO)n2CCC do in these assays?
AMA1 RON2 block: 12%; AmpC detergent: inconclusive; Giardia FBPA inh: 3%; AmpC inh no detg: 4%; HCMV antiviral: -22; Sm TGR inh: 10%

How did CCOC(=O)c1sc(=S)n(Cc2ccccc2)c1N do in these assays?
AMA1 RON2 block: -51%; AmpC detergent: inconclusive; Giardia FBPA inh: 1%; AmpC inh no detg: -33%; HCMV antiviral: -25; Sm TGR inh: 2%

How did CCSc1nnc(NC(=O)CSc2nnc(CNC(=O)c3ccccc3F)o2)s1 do in these assays?
AMA1 RON2 block: 79%[activator]; AmpC detergent: -2%; Giardia FBPA inh: inconclusive; AmpC inh no detg: -7%; HCMV antiviral: -37; Sm TGR inh: -5%

What do the screens show for `COC(=O)c1ccc(C)c(NS(=O)(=O)c2ccc(C)c([N+](=O)[O-])c2)c1`?
AMA1 RON2 block: -18%; AmpC detergent: -7%; Giardia FBPA inh: 5%; AmpC inh no detg: -28%; HCMV antiviral: 8; Sm TGR inh: 3%

Results for Cc1c(Cl)cccc1-c1ccc(C(=O)Nc2ccc3oc(-c4cccnc4)nc3c2)o1 ?
AmpC detergent: 3%; HCMV antiviral: inconclusive; Sm TGR inh: inconclusive

What do the screens show for `Cc1cc(NC(=O)CSc2nc3ccccc3c(=O)n2Cc2ccccc2)no1`?
AMA1 RON2 block: -12%; AmpC detergent: -2%; Giardia FBPA inh: 6%; AmpC inh no detg: -26%; HCMV antiviral: 27; Sm TGR inh: 16%

What do the screens show for `CN(C)S(=O)(=O)c1ccc(NC(=O)CN2CCCCCC2)cc1`?
AMA1 RON2 block: -13%; AmpC detergent: -6%; Giardia FBPA inh: -3%; AmpC inh no detg: -7%; HCMV antiviral: -34; Sm TGR inh: 0%

How did CNCCc1c[nH]c2ccccc12 do in these assays?
AMA1 RON2 block: -5%; AmpC detergent: 0%; Giardia FBPA inh: 12%; AmpC inh no detg: 16%; Sm TGR inh: 21%

Results for OCCCC1CCCN(Cc2cn[nH]c2-c2ccc(F)cc2F)C1 (stereo not drawn) ?
AMA1 RON2 block: 3%; AmpC detergent: -3%; Giardia FBPA inh: 2%; AmpC inh no detg: 3%; HCMV antiviral: inconclusive; Sm TGR inh: 1%

What do the screens show for `CC(NC(=S)NCCc1ccccc1)C(c1cccs1)N1CCN(C)CC1` (stereo not drawn)?
AMA1 RON2 block: -20%; AmpC detergent: inconclusive; Giardia FBPA inh: 0%; AmpC inh no detg: 12%; HCMV antiviral: -30; Sm TGR inh: -16%

What do the screens show for `CC(=O)n1cc(N(C(=O)CCl)c2ccc(C)cc2)c2ccccc21`?
AMA1 RON2 block: 0%; AmpC detergent: -6%; Giardia FBPA inh: -1%; AmpC inh no detg: 53%; HCMV antiviral: -97*; Sm TGR inh: 0.71µM*

What do the screens show for `CSc1cccc(NC(=O)COc2ccccc2C)c1`?
AMA1 RON2 block: -11%; AmpC detergent: -12%; Giardia FBPA inh: 3%; AmpC inh no detg: inconclusive; HCMV antiviral: -21; Sm TGR inh: 7%

How did CC(C)CC(NC(=O)COc1ccccc1)C(=O)O (stereo not drawn) do in these assays?
AMA1 RON2 block: 14%; AmpC detergent: 0%; Giardia FBPA inh: 3%; AmpC inh no detg: -11%; HCMV antiviral: -14; Sm TGR inh: 3%

How did CCOc1ccccc1N=c1oc2cc(O)ccc2cc1C(=O)NCC1CCCO1 (stereo not drawn) do in these assays?
AMA1 RON2 block: 20%; AmpC detergent: 0%; Giardia FBPA inh: -6%; AmpC inh no detg: 114%[activator]; HCMV antiviral: 9; Sm TGR inh: 17%

What do the screens show for `CN1Cc2c(N3CCOCC3)nc(SCc3ccccc3)c(C#N)c2CC1(C)C`?
AMA1 RON2 block: -8%; AmpC detergent: 5%; Giardia FBPA inh: -18%; AmpC inh no detg: 277%[activator]; HCMV antiviral: -21; Sm TGR inh: 12%

Results for O=c1[nH]c(-c2ccccn2)nc(C(F)(F)F)c1Br ?
AMA1 RON2 block: -74%; AmpC detergent: 4%; Giardia FBPA inh: inconclusive; AmpC inh no detg: -16%; HCMV antiviral: 25; Sm TGR inh: 11%

Results for Cc1nn(C)c(C)c1NC(=O)CC12CC3CC(CC(C3)C1)C2 ?
AMA1 RON2 block: 3%; AmpC detergent: -1%; Giardia FBPA inh: 4%; AmpC inh no detg: 1%; HCMV antiviral: -19; Sm TGR inh: 1%

Results for COc1ccc(C)cc1S(=O)(=O)N1CCN(C(=O)c2ncoc2-c2cccc(F)c2)CC1 ?
AMA1 RON2 block: 29%; AmpC detergent: -6%; Giardia FBPA inh: 6%; AmpC inh no detg: 63%[activator]; HCMV antiviral: 6; Sm TGR inh: -12%

Results for O=C(N/N=C/c1ccco1)c1ccc(Br)o1 ?
AMA1 RON2 block: 8%; AmpC detergent: 0%; Giardia FBPA inh: -2%; AmpC inh no detg: -19%; HCMV antiviral: -23; Sm TGR inh: 3%

What do the screens show for `COc1ccc(NS(=O)(=O)c2cc(NC(=O)c3ccco3)ccc2N2CCCCC2)cc1`?
AMA1 RON2 block: -10%; AmpC detergent: -7%; Giardia FBPA inh: -2%; AmpC inh no detg: -11%; HCMV antiviral: -76*; Sm TGR inh: 0%

Results for Cc1ccc(C2=NN(C(=O)CSc3nc4ncc(Cl)cc4[nH]3)C(c3ccco3)C2)cc1 (stereo not drawn) ?
AMA1 RON2 block: 8%; AmpC detergent: inconclusive; Giardia FBPA inh: -14%; AmpC inh no detg: 10µM*; HCMV antiviral: 11; Sm TGR inh: 14µM*

How did Cc1ccc(F)c(N=Cc2c(O)c3ccccc3oc2=O)c1 do in these assays?
AMA1 RON2 block: 6%; AmpC detergent: -4%; Giardia FBPA inh: -7%; AmpC inh no detg: -7%; HCMV antiviral: 4; Sm TGR inh: 9%

How did O=C(COc1ccccc1)Nc1ccc2c(c1)Cc1cc(NC(=O)COc3ccccc3)ccc1-2 do in these assays?
AMA1 RON2 block: -10%; AmpC detergent: -14%; Giardia FBPA inh: -2%; AmpC inh no detg: -18%; HCMV antiviral: -80*; Sm TGR inh: 1%

Results for CCN1CCCC1CNC(=O)C(=O)Nc1cccc(OC)c1 (stereo not drawn) ?
AMA1 RON2 block: 12%; AmpC detergent: 4%; Giardia FBPA inh: -4%; AmpC inh no detg: -15%; HCMV antiviral: -9; Sm TGR inh: 2%

What do the screens show for `Cc1ccc(NC(=O)c2ccc(NCCc3ccccc3)c([N+](=O)[O-])c2)cc1F`?
AMA1 RON2 block: -25%; AmpC detergent: -6%; Giardia FBPA inh: -4%; AmpC inh no detg: -18%; HCMV antiviral: 18; Sm TGR inh: -14%

How did CCCn1c2c(c(O)c(C(=O)Nc3ncccc3O)c1=O)CCCC2 do in these assays?
AMA1 RON2 block: -8%; AmpC detergent: -15%; Giardia FBPA inh: inconclusive; AmpC inh no detg: 19%; HCMV antiviral: -25; Sm TGR inh: -7%

How did COc1ccc(C(c2c(N)[nH]c(=S)[nH]c2=O)c2c(N)[nH]c(=S)[nH]c2=O)cc1 do in these assays?
AMA1 RON2 block: 91%[activator]; AmpC detergent: 1%; Giardia FBPA inh: -11%; AmpC inh no detg: -38%; HCMV antiviral: -4; Sm TGR inh: -9%

What do the screens show for `COc1ccc(OC)c(CCNC(=O)Cn2nc(C)c3c(C)n(-c4ccc(C)cc4)nc3c2=O)c1`?
AMA1 RON2 block: -9%; AmpC detergent: 2%; Giardia FBPA inh: 5%; AmpC inh no detg: -3%; HCMV antiviral: -92*; Sm TGR inh: -27%

What do the screens show for `O=C1CCCC(O)=C1C1C2=C(CCCC2=O)Oc2ccccc21` (stereo not drawn)?
AMA1 RON2 block: 7%; AmpC detergent: inconclusive; Giardia FBPA inh: -7%; AmpC inh no detg: -21%; HCMV antiviral: 8; Sm TGR inh: -28%

How did CCC(Sc1nc(C)cc(=O)[nH]1)C(=O)Nc1nnc(C)s1 (stereo not drawn) do in these assays?
AMA1 RON2 block: -5%; AmpC detergent: inconclusive; Giardia FBPA inh: -23%; AmpC inh no detg: -6%; HCMV antiviral: -11; Sm TGR inh: 0%

Results for Cc1cc(OCC(=O)NCCN2CCOCC2)c2c(C)c(C)c(=O)oc2c1 ?
AMA1 RON2 block: -4%; AmpC detergent: -2%; Giardia FBPA inh: 9%; AmpC inh no detg: -3%; HCMV antiviral: 33; Sm TGR inh: -1%
